LYP inhibition: inhibitors of LYP phosphatase, biochemical, fluorescence intensity, uHTS (AID 1779) | Tyrosine-protein phosphatase non-receptor type 22 (Homo sapiens) | recombinant LYP phosphatase, fluorescence intensity; higher % means a stronger effect | one-dose inhibition, % at 11.5 µM; IC50 in µM for titrated hits | actives 0.054% (n = 290,000);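 note: plate controls were vehicle with enzyme for no effect and no enzyme for full effect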
Myeloid diff MLP: induction of myeloid progenitor differentiation, primary screen, cell-based, flow cytometry, MLPCN library; ER-HoxA9 myeloid progenitors, lysozyme-GFP differentiation; calls only at 10 µM; actives 1% (n = 360,000); AID 624256, 2012;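 active = normalized GFP-positive differentiation at or above the plate's own cutoff, the solvent-only control mean plus 3 SD; inconclusive = no clear call, values can overlap the other calls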;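 note: cells exposed to compound for four days before flow analysis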
PMI inhibitors: inhibitors of human PMI, primary screen, biochemical, fluorescence intensity, coupled assay (AID 1209) | actives 0.42% (n = 190,000) | inhibition, % at 20 µM, or IC50 in µM where a hit was titrated | purified PMI enzyme, coupled fluorescence intensity; higher % means a stronger effect;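 note: plate controls were DMSO vehicle for no effect and wells lacking substrate for full effect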
TNAP activation fold: human TNAP enzyme activators, primary screen, biochemical, luminescent, no phosphate acceptor, uHTS (AID 1001); Alkaline phosphatase, tissue-nonspecific isozyme (Homo sapiens); purified TNAP, luminescent activation assay, no phosphate acceptor; higher activation fold means a stronger effect; activation fold at 20 µM, or EC50 in µM where a hit was titrated; actives 0.03% (n = 200,000); in the data active = activation fold from about 3, or a potency from the dose series; inactive = the rest, 99 in 100 with activation fold below about 1.6; note: many of its hits are not listed in these tables
M17LAP inhibition: P. falciparum M17LAP inhibitors, primary screen, biochemical, fluorogenic H-Leu-NHMec substrate, 1536-well (AID 1619). Leucine aminopeptidase (Plasmodium falciparum (isolate 3D7)). recombinant M17LAP, H-Leu-NHMec fluorogenic kinetic assay; higher % means a stronger effect. one-dose inhibition, % at 30 µM; IC50 in µM for titrated hits. actives 0.38% (n = 220,000);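 active = compound inhibiting the enzyme by more than half at any dose during confirmatory dose-response retesting; inconclusive = strong single-dose inhibitors picked by rank but not retested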;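 note: plate controls were full reaction with DMSO carrier for no effect and no enzyme background for full effect; strong numbers were not always called active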
PMI inhibition: human PMI inhibitors, high substrate, primary screen, biochemical, fluorescence intensity, high mannose 6-phosphate (AID 1220). actives 0.66% (n = 190,000). Mannose-6-phosphate isomerase (Homo sapiens). inhibition, % at 20 µM, or IC50 in µM where a hit was titrated. recombinant PMI enzyme, coupled fluorescence intensity; higher % means a stronger effect
ER stress rescue: rescue of cells from ER stress-induced death, primary screen, 384-well, CSM14.1, thapsigargin, ATP luminescence (AID 1222) | 190,000 tested, under 10 active | CSM14.1 thapsigargin-induced death rescue, ATP luminescence; higher % means a stronger effect | one-dose cellular ATP content (survival), % at 20 µM; EC50 in µM for titrated hits;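 active = EC50 below 50 µM in the dose-response confirmation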;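 note: death triggered by thapsigargin at about 15 µM added after 2 h compound pretreatment; cell ATP read after overnight thapsigargin exposure of roughly 18 to 22 hours; normalized against plate controls of thapsigargin alone and 5% DMSO vehicle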
XIAP antagonists: XIAP antagonists, biochemical, IAP family, fluorescence polarization (AID 1018); E3 ubiquitin-protein ligase XIAP (Homo sapiens); actives 0.007% (n = 200,000); displacement, % at 20 µM, or IC50 in µM where a hit was titrated; XIAP BIR domain, fluorescence polarization peptide displacement; higher % means a stronger effect; in the data active = displacement above about 50%; note: a part of the inactive calls stands beside numbers as strong as those of hits
M1AAP inhibition: P. falciparum M1AAP inhibitors, biochemical, fluorogenic H-Leu-NHMec substrate, 1536-well (AID 1445); Aminopeptidase N (Plasmodium falciparum (isolate 3D7)); recombinant M1AAP, H-Leu-NHMec fluorogenic kinetic assay; higher % means a stronger effect; one-dose inhibition, % at 30 µM; IC50 in µM for titrated hits; actives 0.42% (n = 220,000);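 active = primary inhibition above the hit cutoff, then over 50% inhibition at one or more dose response concentrations, cut at about 23% in these data, passing the limit was not always enough; inconclusive = conflicting primary data, or primary hits not chosen for dose response; inactive = low primary inhibition, or under 50% at every dose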;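 note: plate controls were DMSO full reaction for no effect and no enzyme background for full effect; strong numbers were not always called active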
Myeloid diff MLP GFP+ MAC1+ %: also measured in Myeloid diff MLP; calls as there; GFP+ MAC1+ double positive, %; measured here: differentiation confirmed by MAC1 staining
An asterisk follows results filed as active; i = inactive; ? = inconclusive; nt = not tested or not shown; + = active, no number. Cut-off read from the data, not from the text of the source, unless noted: active = inhibition above about 50%; inactive = the rest.

Preview, three compounds:
SMILES	LYP inhibition	Myeloid diff MLP	Myeloid diff MLP GFP+ MAC1+ %	PMI inhibitors	TNAP activation fold	M17LAP inhibition	PMI inhibition	ER stress rescue	XIAP antagonists	M1AAP inhibition
O=C(CNC(c1ccccc1)c1ccccc1)Nc1cc([N+](=O)[O-])ccc1Cl	5%	i	0.2	10%	1.1	-9%	19%	0.7%	-2.4%	11%
CCOc1ccc(/C(O)=C2/C(=O)C(=O)N(Cc3cccnc3)C2c2ccc(N(C)C)cc2)c(C)c1 (stereo not drawn)	-2%	i	7.6	-7%	1	25%	-2%	1.7%	-5.0%	9%
O=C(C[n+]1cccc(/C=N/O)c1)N1CCCc2ccccc21	-7%	i	0.0	-9%	1.2	4%	-5%	-1.3%	-5.4%	4%

All compounds of this part, previewed entries included:
SMILES	LYP inhibition	Myeloid diff MLP	Myeloid diff MLP GFP+ MAC1+ %	PMI inhibitors	TNAP activation fold	M17LAP inhibition	PMI inhibition	ER stress rescue	XIAP antagonists	M1AAP inhibition
O=C(CNC(c1ccccc1)c1ccccc1)Nc1cc([N+](=O)[O-])ccc1Cl	5%	i	0.2	10%	1.1	-9%	19%	0.7%	-2.4%	11%
CCOc1ccc(/C(O)=C2/C(=O)C(=O)N(Cc3cccnc3)C2c2ccc(N(C)C)cc2)c(C)c1 (stereo not drawn)	-2%	i	7.6	-7%	1	25%	-2%	1.7%	-5.0%	9%
O=C(C[n+]1cccc(/C=N/O)c1)N1CCCc2ccccc21	-7%	i	0.0	-9%	1.2	4%	-5%	-1.3%	-5.4%	4%
CCOc1cc(S(=O)(=O)N(Cc2ccccc2)Cc2ccccc2)c(OCC)cc1-n1cnnn1	12%	i	2.7	10%	1.1	-8%	8%	-0.3%	-1.7%	4%
COc1ccc(-n2c(Cc3cccn3C)nnc2SCC(=O)Nc2ccccc2F)cc1	-11%	i	1.4	9%	1	5%	6%	nt	-3.9%	5%
CCOC(=O)N1CCN(C(=O)c2ccc(OC)cc2)CC1	-5%	i	0.3	-5%	1.1	2%	-5%	0.8%	-2.7%	-3%
O=C(CCN1CCN(C/C=C/c2ccccc2)CC1)Nc1ccccc1	2%	i	0.6	10%	1.1	-6%	7%	-2.4%	6.7%	1%
CN1CCCN(C(=O)c2cc(=O)[nH]c3ccccc23)c2nc3ccccc3nc21	-5%	i	1.0	5%	1	14%	0%	-4.2%	-8.9%	3%
Clc1ccc(/C=N/NC(=Nc2ccccc2)c2ccccn2)c(Cl)c1	-2%	i	0.4	8%	1	1%	5%	-6.4%	-2.8%	-2%
CCOc1ccc(NC(=O)c2ccc3c(c2)N(Cc2ccc(F)cc2)C(=O)CS3=O)cc1 (stereo not drawn)	0%	i	2.6	19%	1.1	5%	20%	nt	-0.6%	4%
CCc1ccc(-n2c(SCC(=O)N3CCC(C(=O)O)CC3)nnc2-c2ccncc2)cc1	-6%	i	1.0	4%	1.1	6%	9%	2.2%	-8.5%	4%
CCOCCCN1CN(Cc2ccco2)CNC1=S	-4%	i	0.2	12%	1.1	17%	14%	-1.4%	-5.6%	0%
COCCNC(=O)c1ccccc1NC(=O)C1COc2ccccc2O1 (stereo not drawn)	-6%	i	0.9	4%	1.1	3%	7%	3.3%	-3.2%	4%
CCN(CC)c1ccc(S(=O)(=O)N2CCOCC2)cc1NC(=O)CSc1cccc[n+]1[O-]	-3%	i	0.4	2%	1.1	4%	0%	-2.3%	nt	1%
CCOc1ccc(-c2nc(C#N)c(N3CCN(Cc4ccccc4)CC3)o2)cc1	10%	i	2.4	3%	1.1	-4%	-1%	3.7%	-9.4%	4%
COC(=O)C(O)(CC(=O)Nc1ccccc1OC)C(F)(F)F (stereo not drawn)	-8%	i	0.4	-1%	1	-13%	5%	-3.6%	-4.6%	15%
CCC(=O)c1ccc(OCC(O)CN2CCN(c3ccc(F)cc3)CC2)cc1 (stereo not drawn)	-8%	i	0.6	7%	1.1	7%	0%	1.0%	-0.4%	-4%
O=C(CN1CCCC1)Nc1ccc(Cl)cc1C(F)(F)F	-6%	i	1.0	3%	1.1	-4%	-2%	-2.5%	-6.3%	6%
COc1ccc(C(=O)c2ccc(N(C)C)cc2)c2ccccc12	-1%	?	nt	9%	1.1	-3%	18%	4.0%	-1.6%	-4%
O=C(Cc1ccc(S(=O)(=O)N2CCCC2)s1)Nc1nc2c(s1)CCCC2	8%	i	1.2	29%	1.1	-3%	21%	nt	-8.2%	3%
O=C(O)/C=C/C(=O)Nc1ccc(OC(F)F)cc1	-3%	i	0.2	-18%	1.1	7%	-10%	0.0%	-4.8%	4%
CCOc1[nH]n(-c2ccc(Cl)cc2)c(=O)c1C=Nc1ccc(OC)cc1	-5%	+	0.4*	16%	1.1	-1%	21%	-1.5%	-5.6%	4%
O=c1c2ccccc2nc2n1C(CBr)CN2 (stereo not drawn)	-6%	i	0.2	nt	nt	18%	nt	nt	nt	7%
Cn1cnnc1SCCn1c(N2CCCCC2)nc2c1c(=O)[nH]c(=O)n2C	-11%	i	1.4	5%	1.1	-4%	-7%	-2.1%	-6.0%	-1%
CCOC(=O)c1sc2nccc(OC)c2c1N=CN(C)C	-2%	i	0.5	1%	1.1	-24%	0%	0.1%	-4.4%	5%
O=C(CSc1nncs1)Nc1ccc2c(c1)OCCO2	-4%	i	0.7	-8%	1.2	24%	-4%	-1.8%	-6.5%	-1%
Cn1nc(C(=O)N2CCCc3ccccc32)c2ccccc2c1=O	-8%	i	2.5	-2%	1.1	-3%	1%	nt	-2.6%	-4%
Cn1nc(C(=O)Nc2ccc(S(=O)(=O)N3CCCC3)cc2)ccc1=O	-3%	i	1.9	0%	1.1	19%	-5%	-1.9%	-2.1%	2%
COc1cc2[nH]c(=O)n(Cc3ccc(C(=O)NC4CCN(Cc5ccccc5)CC4)cc3)c(=O)c2cc1OC	-8%	i	0.2	4%	1	12%	11%	-1.1%	-8.5%	0%
CN(C)C(CNC(=O)CN1C(=O)NC2(CCc3ccccc32)C1=O)c1ccco1 (stereo not drawn)	-5%	i	2.8	11%	1.1	-7%	-5%	-1.2%	-6.8%	1%
O=C(OCc1cc2ccccc2[nH]c1=O)c1ccc([N+](=O)[O-])cc1	-6%	i	0.9	nt	nt	6%	nt	nt	nt	1%
COc1ccccc1OCC#CCNC1CCCCC1C (stereo not drawn)	-8%	i	0.2	-53%	1.1	-9%	0%	-1.6%	-4.0%	2%
CCOC(=O)CN1C(=O)C(O)(c2c(C)[nH]c3ccccc23)c2ccccc21 (stereo not drawn)	1%	i	1.3	14%	1.1	-1%	9%	-2.8%	-15%	3%
CCOC(=O)c1cc(C(C)(C)C)oc1CN	-7%	i	1.1	-15%	1.2	1%	-12%	-1.7%	-2.4%	-2%
COC(=O)c1ccccc1NS(=O)(=O)c1ccc(Cl)nc1	-1%	i	0.3	-8%	1.3	1%	-8%	-0.5%	-2.3%	7%
c1ccc(CCNc2ncnc3ccccc23)cc1	0%	i	0.8	4%	1.1	12%	6%	-0.2%	-0.3%	2%
O=C(NC1CC1)c1ccc(-c2ccccc2)cc1	-3%	i	0.3	-2%	1.2	4%	3%	nt	-7.9%	4%
COc1cc(OC)c(C2C(C(=O)Nc3ccc(C)cc3C)=C(C)Nc3ncnn32)cc1OC (stereo not drawn)	-4%	i	0.0	13%	1	12%	46%	-1.3%	-0.3%	1%
CCc1cc2c(NC(Cc3c[nH]c4ccccc34)C(=O)O)nc(C)nc2s1 (stereo not drawn)	-6%	i	0.2	1%	1.1	28%	-10%	-3.3%	-2.8%	6%
CC(CC(=O)Nc1cccnc1)c1ccccc1 (stereo not drawn)	-5%	i	0.4	-13%	1.1	2%	-13%	2.4%	-5.5%	8%
Cc1ccc(Sc2nc3ccc(C)cn3c(=O)c2/C=N/O)cc1	-3%	i	0.1	-1%	1.1	-2%	-1%	-1.4%	-4.2%	-2%
COc1ccc(CNC(=O)CN(CC2CCCO2)C(=O)CNS(=O)(=O)c2ccc(C)cc2)cc1 (stereo not drawn)	0%	i	0.4	-6%	1.1	-14%	-4%	-1.4%	-2.3%	7%
CO/N=C/C(C#N)=C/c1ccc(OC)c(OC)c1	-1%	i	0.2	-4%	1	17%	4%	-4.5%	-7.6%	5%
COc1cc2c(cc1OC)CN(C(=O)c1cccc(S(=O)(=O)N(C)C)c1)CC2	-6%	i	0.7	nt	nt	1%	nt	nt	nt	3%
CCCCN(C)C(=O)c1cc2c(s1)-c1ccccc1S(=O)(=O)C2	-2%	i	0.7	nt	nt	4%	nt	nt	nt	1%
COc1cc(NC(=O)CSCC(=O)Nc2cccc(C(F)(F)F)c2)c(Cl)cc1Cl	-7%	i	0.5	13%	1.1	16%	4%	-1.7%	0.3%	8%
O=C(c1cc(-c2ccccc2)n[nH]1)N1CCc2c([nH]c3ccccc23)C1c1ccccn1 (stereo not drawn)	8%	i	0.8	20%	0.4	18%	24%	0.2%	-8.5%	8%
CC(C)(C)OCC(O)CN1CCN(C(=O)c2ccccc2)CC1 (stereo not drawn)	-5%	i	1.0	2%	1.1	3%	-2%	-0.5%	-3.9%	2%
CCOCCCN1CC(C(=O)NCc2ccc3c(c2)OCO3)CC1=O (stereo not drawn)	-5%	i	1.2	-6%	1.1	-2%	1%	0.4%	-2.9%	2%
Cc1nnc(NCCO)c2ccccc12	-11%	i	3.7	0%	1.1	12%	5%	-0.6%	-2.3%	-7%
Continued.
SMILES	LYP inhibition	Myeloid diff MLP	Myeloid diff MLP GFP+ MAC1+ %	PMI inhibitors	TNAP activation fold	M17LAP inhibition	PMI inhibition	ER stress rescue	XIAP antagonists	M1AAP inhibition
CCc1ccccc1N(CC)C(=O)CCc1nc(-c2ccc(C)cc2)no1	1%	i	1.0	2%	1	-7%	1%	0.1%	-5.3%	-12%
CN1C(=O)N(C)C2CC1N(C)C(=O)N2C	0%	i	6.2	3%	1.1	4%	0%	1.5%	3.8%	-6%
Cc1cc(C(=O)N/N=C/c2ccc(C)o2)c2ccccc2n1	-4%	?	nt	7%	1.1	17%	14%	-4.1%	-7.6%	7%
O=C(/C=C/c1ccc([N+](=O)[O-])cc1)c1cccnc1	-8%	i	1.2	-16%	1.1	2%	-13%	0.9%	-8.7%	8%
CCCN(CCC)CCCNC(=O)CC(C(=O)N1CCc2ccccc21)n1ccnc1 (stereo not drawn)	1%	i	10	-5%	1.1	-7%	-7%	-1.9%	-2.2%	3%
O=C(NC1CCCCCCC1)c1cc(-c2ccccn2)nc2ccccc12	2%	nt	nt	0%	1	19%	2%	1.9%	-2.8%	-3%
CC(C1CC1)N(Cc1ccccc1)C(=S)Nc1ccccc1 (stereo not drawn)	-5%	i	0.4	1%	1.1	3%	-3%	1.8%	-7.0%	4%

Screening data from PubChem BioAssay.
